Screening results from PubChem.
AHR act – human AHR activation; AID 2796; P35869; activation, % at 5 µM; AHR-responsive luciferase reporter cells, luminescence; 320,000 tested, 2.5% active; in the data active = activation above about 47%;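 also: 0% = vehicle wells and 100% = reference agonist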
MCL1-BIM inh – inhibitors of human MCL1 binding to BIM-BH3 peptide; GST-MCL1 / FITC-Bim-BH3 fluorescence polarization; inhibition, % at 10.9 µM; 320,000 tested, 0.68% active; Q07820;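 active = inhibition above the mean inhibition of all tested compounds plus 3 SD, set per campaign, cut at about 40% in these data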;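 also: 0% = DMSO wells and 100% = unlabeled Bim-BH3 peptide control; higher means more loss of mP so more displacement of Bim peptide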
MEX-5 binding – C. elegans MEX-5 TCR-2 RNA binding activity | Q9XUB2 | 300,000 tested, 0.38% active | MEX-5/FITC-TCR2 RNA binding, fluorescence polarization; hits give low values | activity score (negative = inhibition of binding), % at 10 µM;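 active = inhibition past about -25% in most replicates, and total fluorescence under double the plate's negative control median, limit read from the data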;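 also: 0% = DMSO and -100% = 5 µM competing unlabeled TCR2 RNA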
Target sequence (Q9XUB2 whole entry, looked up): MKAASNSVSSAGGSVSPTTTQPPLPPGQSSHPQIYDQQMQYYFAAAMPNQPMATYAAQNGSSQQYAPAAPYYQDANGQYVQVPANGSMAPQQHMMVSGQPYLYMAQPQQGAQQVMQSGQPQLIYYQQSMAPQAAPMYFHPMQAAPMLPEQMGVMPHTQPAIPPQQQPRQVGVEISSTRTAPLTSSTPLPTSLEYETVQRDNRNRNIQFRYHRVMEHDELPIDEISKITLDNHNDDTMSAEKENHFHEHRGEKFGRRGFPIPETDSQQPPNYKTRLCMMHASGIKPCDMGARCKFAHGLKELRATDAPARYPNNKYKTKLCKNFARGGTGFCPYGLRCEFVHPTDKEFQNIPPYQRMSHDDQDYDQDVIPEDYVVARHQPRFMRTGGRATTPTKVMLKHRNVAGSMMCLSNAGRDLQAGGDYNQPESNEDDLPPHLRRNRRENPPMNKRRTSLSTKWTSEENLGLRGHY
GLD-1 TGE inh – GLD-1-TGE RNA interaction inhibition (C. elegans) | inhibition, % at 5.96 µM | AID 2280 | Q17339 | 320,000 tested, 0.44% active | purified GLD-1 + fluorescein TGE RNA, fluorescence polarization;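 active = percent inhibition above a per-plate cutoff, the plate mean of test compounds plus 3 SD, cut at about 30% in these data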;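 also: 0% = DMSO wells with GLD-1 and probe and 100% = wells lacking GLD-1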
BCLXL inh – Bcl-xL (human) inhibition; GST-Bcl-xL / FITC-Bim BH3 peptide fluorescence polarization; inhibition, % at 10.9 µM; 320,000 tested, 0.7% active;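 active = inhibition above the mean of all tested compounds plus 3 SD, cutoff set per campaign, cut at about 30% in these data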;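 also: 0% = DMSO wells and 100% = unlabeled Bim-BH3 peptide competitor; inhibitors lower millipolarization by displacing the labeled peptide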
Fam108B counter – blocks mouse Fam108B hydrolase in RBBP9 counter-screen | 300,000 tested, 0.33% active | recombinant Fam108B, FP-Rh probe fluorescence polarization | inhibition, % at 9.51 µM;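 active = inhibition above the screen mean inhibition plus 3 SD, computed separately per campaign, cut at about 18% in these data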;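 also: inhibitors lower polarization as less probe binds the enzyme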
pPAFAH FP inh – pPAFAH (human) enzyme inhibition; Q13093; recombinant pPAFAH, FP-rhodamine probe fluorescence polarization; inhibition, % at 3.39 µM; 330,000 tested, 1.5% active; AID 463082;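 active = inhibition above the mean inhibition across the screen plus 3 SD, cut at about 25% in these data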;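 also: inhibitors block binding of the rhodamine activity-based probe so polarization drops; 0% = enzyme with DMSO and 100% = wells lacking pPAFAH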
Target sequence (Q13093 whole entry, looked up): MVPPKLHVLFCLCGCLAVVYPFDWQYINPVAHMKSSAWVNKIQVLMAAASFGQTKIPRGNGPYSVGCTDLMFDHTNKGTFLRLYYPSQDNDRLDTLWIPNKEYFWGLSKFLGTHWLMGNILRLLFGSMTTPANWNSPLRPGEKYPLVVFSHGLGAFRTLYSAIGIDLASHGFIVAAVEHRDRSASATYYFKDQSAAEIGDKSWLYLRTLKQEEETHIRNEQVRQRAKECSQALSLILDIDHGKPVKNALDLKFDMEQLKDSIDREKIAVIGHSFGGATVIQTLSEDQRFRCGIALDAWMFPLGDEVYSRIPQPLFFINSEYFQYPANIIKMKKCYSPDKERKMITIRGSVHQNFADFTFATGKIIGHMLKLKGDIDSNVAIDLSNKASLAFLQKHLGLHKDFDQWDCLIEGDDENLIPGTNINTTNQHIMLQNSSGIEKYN
PME-1 primary – PME-1 (human) inhibition; recombinant PME-1, FP-Rh probe fluorescence polarization; AID 2130; Q9Y570; inhibition, % at 5.9 µM; 320,000 tested, 0.53% active;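 active = inhibition above the campaign mean of all compounds plus 3 SD, cut at about 26% in these data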;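 also: competitive labeling of PME-1 active site by serine hydrolase directed probe; 0% = PME-1 with DMSO and 100% = wells lacking PME-1 enzyme; inhibitors block probe labeling so polarization falls and inhibition rises; many of its hits are not listed in these tables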
PAFAH1B2 inh – blocks human PAF acetylhydrolase 1b catalytic subunit 2; recombinant PAFAH1B2, FP-rhodamine activity probe, fluorescence polarization; inhibition, % at 3.39 µM; AID 492953; 340,000 tested, 1.2% active;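 active = inhibition above the mean of all tested compounds plus 3 SD, cut at about 24% in these data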;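 also: 0% = enzyme with DMSO and 100% = wells lacking PAFAH1B2; many of its hits are not listed in these tables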
* hit, by the source's call; nt = not tested or not shown.

SMILES | AHR act | MCL1-BIM inh | MEX-5 binding | GLD-1 TGE inh | BCLXL inh | Fam108B counter | pPAFAH FP inh | PME-1 primary | PAFAH1B2 inh
Cc1ccc(NC(=S)NCCN(C2CCCCC2)C2CCCC2)cc1 | 1 | 3 | 0.6 | -4 | 5 | 9 | -4 | 2 | 4
COc1ccc(-n2c3c(cc(C(=O)NCC(=O)c4ccccc4)c2=O)C(=O)CC(C)(C)C3)cc1 | 1 | -2 | 1.7 | 5 | -1 | 3 | -5 | 4 | -3
C=CCn1c(CCc2ccccc2)nnc1SCC(=O)OC | 0 | -7 | 1.7 | -1 | -1 | -1 | 3 | 2 | 4
CCCCN(C)C(=O)C1CCN(C/C(C)=C/c2ccccc2)CC1 | -2 | 0 | nt | 1 | -1 | 3 | 6 | -6 | 5
Cc1c(Cl)c(C(=O)N2CCCC2)nn1C | -2 | 3 | -1.2 | 4 | 2 | 3 | 2 | -4 | -2
CCOc1ccccc1NC(=O)C1=C(C)NC(=S)NC1c1cccs1 (stereo not given) | 1 | 6 | -1.3 | -2 | 3 | 2 | 5 | 8 | 1
COc1cc(OC)cc(-c2oc3cccnc3c2C#CCCO)c1 | -2 | 3 | 1.6 | 7 | 6 | 1 | 9 | -8 | -3
O=C(c1cccc(Cl)c1)N1CCC(=O)N(C(COCc2ccccc2)Cc2ccccc2)CC1 (stereo not given) | 6 | 7 | 1.1 | 10 | 3 | 0 | 4 | 9 | -4
CC(CCc1ccccc1)NC(=O)CSc1nnnn1C (stereo not given) | 44 | 8 | 1.4 | 2 | 7 | 4 | 2 | -4 | 6
Cc1ccc(S(=O)(=O)N2CCOCC2)cc1NC(=O)COC(=O)c1ccc(Cl)s1 | 2 | nt | nt | 2 | nt | nt | 3 | nt | 6
CS(=O)c1ccccc1-c1nc(-c2ccc(Cl)cc2)no1 (stereo not given) | -1 | 0 | 2.2 | -1 | 1 | -1 | 5 | -2 | 0
CCN(CC)c1ccc(C2=NNC(=O)CC2C)cc1[N+](=O)[O-] (stereo not given) | 7 | -2 | -1.2 | 3 | 5 | -6 | 0 | -5 | 1
Clc1ccc(Cl)c(OCCCCN2CCNCC2)c1 | 0 | -5 | 0.8 | 3 | 1 | 0 | 2 | -1 | 5
CCCc1cc(CNC(=O)C2CCC(=O)N(Cc3ccccc3OC)C2)on1 (stereo not given) | -1 | -6 | 0.5 | 3 | -2 | -2 | 1 | 9 | 1
Cc1cc(NC(=O)CSc2nc3c(sc4ccccc43)c(=O)n2CCCN2CCOCC2)n[nH]1 | 32 | -2 | 0.3 | 1 | -2 | 0 | 3 | 17 | 5
CC(=O)n1cc(-c2ccncc2)c2ccccc21 | -3 | 1 | -0.3 | 5 | 3 | 3 | -1 | -1 | 0
CN1CCN(S(=O)(=O)c2ccc3ccccc3c2)CC1 | -1 | 7 | -2.3 | -4 | 4 | 0 | 3 | 6 | 15
COc1cccc(OCc2cc(C(=O)N3CCC(c4ccncc4)CC3)no2)c1 | 2 | 7 | -2.7 | 5 | 6 | -1 | 3 | -1 | -2
COCCOc1nc2c(c(=O)n(C)c(=O)n2C)n1Cc1cccc(OC)c1 | 4 | -1 | -0.6 | 0 | 0 | -3 | 3 | 3 | 2
CCC1C/C(=C\c2cc(OC)c(OC)cc2OC)C(=O)/C(=C/c2cc(OC)c(OC)cc2OC)C1 (stereo not given) | 8 | -16 | 6.9 | -35 | -16 | 5 | 15 | 10 | 2
Cc1ccc(N(CC(N)=O)C2SC(=O)N(C)C2=O)cc1 (stereo not given) | 1 | 6 | 1.2 | -12 | -2 | 7 | 8 | 1 | 17
COCCCN(C(=O)Cc1csc(-c2cccc(Cl)c2)n1)c1c(N)n(Cc2ccccc2)c(=O)[nH]c1=O | 1 | 9 | 1.8 | -3 | 2 | 2 | 3 | 1 | 6
CC(=O)c1cnc(Nc2cccc(C)c2)s1 | -1 | 6 | -0.3 | 7 | 7 | 6 | 2 | -5 | 0
CC(=O)c1ccc(OCCCC(=O)N(CCC2=CCCCC2)c2c(N)n(Cc3ccccc3)c(=O)[nH]c2=O)cc1 | 0 | -4 | 0.4 | 8 | -3 | 0 | 6 | -2 | 5
COc1ccc(S(=O)(=O)n2cccc2)cc1 | 1 | 3 | -0.4 | 5 | -1 | 0 | -2 | 4 | nt
Cc1cc(C(=O)COC(=O)COc2ccccc2C#N)c(C)n1CC1CCCO1 (stereo not given) | 6 | -6 | nt | 3 | 0 | nt | 0 | 0 | 3
COc1ccc(-c2cc(C(=O)N3CCCc4ccccc43)no2)cc1 | -5 | 6 | nt | 5 | 0 | -4 | 4 | 0 | 0
CCOc1cc(S(=O)(=O)NCc2ccncc2)c(C)cc1C | -2 | 0 | 0.0 | -7 | 3 | -1 | 1 | 7 | 3
O=C(O)c1ccccc1NN=C1CCCCC1 | 18 | 4 | nt | 4 | 10 | 0 | 9 | 5 | 0
Cc1ccc(C(C)C)cc1OCC(=O)NCCCn1ccnc1 | 7 | nt | nt | 1 | nt | nt | 8 | nt | -1
CN(CC(=O)N1CCCCCC1)S(=O)(=O)c1ccccc1 | 0 | 0 | 1.8 | 4 | 0 | -5 | 6 | -1 | 5
COc1ccc(C(=O)N2CCc3ccccc32)cc1 | 5 | 9 | 2.3 | -1 | 8 | -4 | 6 | 1 | 0
CCN1CC=C2C(C#N)=C(N)C(C#N)(C#N)C(CCc3ccccc3)C2C1 (stereo not given) | 47 | 183* | nt | 110* | 155* | 0 | 25* | 4 | 26*
CCOC(=O)C1=C(C)NC(C)=C(C(=O)OCC)C1C(=O)OCC(=O)N(C)C | 0 | -3 | 1.2 | 6 | -2 | -2 | -3 | -5 | 6
Cc1ccc(C(=O)c2cc(C)sc2NC(=O)CN2CCN(C(=O)c3ccco3)CC2)cc1 | 2 | 4 | 1.5 | -4 | 3 | -5 | -2 | 4 | 1
CCN1CCN(C(=O)NC2CC(=O)N(c3ccc(OC)cc3)C2)CC1 (stereo not given) | -1 | 12 | 0.7 | 6 | 4 | -1 | 2 | 3 | -4
COc1ccccc1NC(=S)Nc1cccc(F)c1 | 3 | 7 | 0.7 | 1 | 4 | 1 | 1 | -1 | 6
C/C(CC(=O)Nc1cccc(Cl)c1)=N\NC(=O)Cc1ccc(Cl)cc1 | 7 | 11 | 0.9 | -4 | 2 | 2 | -4 | -2 | 10
Cc1cc(=O)oc2ccc(OC(=O)CC(C)C)cc12 | 2 | -2 | 2.6 | 5 | -1 | 1 | -3 | 0 | 5
Cn1cccc1C(C(=O)NC1CCCCC1)N(C(=O)Cc1cccs1)C1CC1 (stereo not given) | 4 | 2 | -2.4 | -3 | 2 | 5 | 0 | 6 | -2
O=C(/C=C/c1ccco1)Nc1ccc(S(=O)(=O)N2CCOCC2)cc1 | 0 | -1 | -3.8 | -5 | 4 | 1 | 0 | -6 | -3
O=C(c1cccs1)N1CCCC(c2nc3c(nnn3Cc3ccc(F)cc3)c(=O)[nH]2)C1 (stereo not given) | -2 | 4 | -1.6 | -1 | 3 | 0 | 1 | 25 | 2
Cc1cc(Br)ccc1NC(=O)CN1C(=S)NC(C)(C)CC1C (stereo not given) | 6 | 7 | 0.2 | 4 | 9 | 1 | 4 | -2 | 2
Cn1c(N)c(C(=O)CSc2nc(C3CC3)n(-c3ccccc3)n2)c(=O)n(C)c1=O | 2 | -5 | nt | 0 | -3 | nt | -2 | 1 | -2
CC(Sc1ccc(S(=O)(=O)N2CCOCC2)cn1)c1ccccc1Cl (stereo not given) | -2 | nt | nt | -2 | nt | nt | 8 | nt | 9
Cc1sc(NC(=O)c2ccco2)c(C(c2cccnc2)N2CCCC2)c1C (stereo not given) | 7 | 2 | -0.1 | 6 | 6 | 3 | 5 | 0 | 2
O=C(c1ccccc1F)N1CCN(S(=O)(=O)c2ccc(S(=O)(=O)N3CCCCCC3)cc2)CC1 | 4 | 4 | -5.0 | -1 | 0 | 0 | -1 | 1 | 0
CC(=O)N1N=C(c2ccco2)CC1c1cc2ccc(C)cc2nc1Cl (stereo not given) | 0 | 4 | 0.0 | 2 | 1 | 0 | 1 | 1 | 3
NC(=O)c1ccccc1NC(=O)CCc1ccccc1 | 3 | -6 | -0.5 | -4 | -2 | -5 | -9 | 2 | -1
O=[N+]([O-])c1cccc(NNS(=O)(=O)c2ccccc2F)c1 | 12 | 22 | -7.0 | -11 | 5 | 1 | 0 | 9 | 3
C=CCSC(CC)(CC)C(N)=O | 0 | 2 | 0.1 | 4 | 2 | -4 | 3 | -1 | 11
Cc1ccccc1NC(=O)CNc1ccccc1C(=O)NCc1ccco1 | 6 | -10 | -2.6 | 2 | 2 | -2 | 5 | -3 | -1
COc1cccc(NC(=O)Cn2c(=O)c3c(ncn3Cc3ccccc3)n(Cc3ccccc3)c2=O)c1 | -1 | -8 | -2.6 | -2 | -4 | -2 | 1 | 0 | 10
CCOC(=O)C1CCCN(Cc2ccc(OCC)cc2)C1 (stereo not given) | 1 | 9 | -2.2 | 1 | 8 | 7 | 5 | 2 | -2
CCn1c(N)nc2ccccc21 | 11 | 8 | 0.8 | -3 | 4 | 4 | 5 | -6 | 1
COc1ccc(OC)c(Nc2nc(N)nc(-c3cc4ccccc4o3)n2)c1 | 42 | 12 | 1.0 | -2 | 7 | -2 | 7 | 9 | 3
CN1CCN(CCNC(=O)Nc2ccc(Cl)cc2)CC1 | 2 | 2 | -0.2 | 6 | 8 | -4 | 4 | -3 | 6
N#C/C(=N/Nc1ccc(S(=O)(=O)N2CCOCC2)cc1)C(N)=O | 0 | 6 | -3.2 | -5 | 4 | 8 | -3 | 0 | 8
O=c1cc(-c2ccc(Cl)cc2)nc(N2CCN(c3ccccc3)CC2)[nH]1 | 0 | 7 | 1.0 | -1 | -2 | 2 | 2 | 0 | 1
CC(=O)Nc1ccc(NC(=O)C(C)OC(=O)c2ccc(N(C)C)cc2)cc1 (stereo not given) | -1 | -12 | -0.7 | -1 | -4 | -1 | 1 | 5 | -2

Quoted at random: 2 entries already listed.
SMILES | AHR act | MCL1-BIM inh | MEX-5 binding | GLD-1 TGE inh | BCLXL inh | Fam108B counter | pPAFAH FP inh | PME-1 primary | PAFAH1B2 inh
CCn1c(N)nc2ccccc21 | 11 | 8 | 0.8 | -3 | 4 | 4 | 5 | -6 | 1
N#C/C(=N/Nc1ccc(S(=O)(=O)N2CCOCC2)cc1)C(N)=O | 0 | 6 | -3.2 | -5 | 4 | 8 | -3 | 0 | 8

Next section.
SMILES | AHR act | MCL1-BIM inh | MEX-5 binding | GLD-1 TGE inh | BCLXL inh | Fam108B counter | pPAFAH FP inh | PME-1 primary | PAFAH1B2 inh
Cc1nn(CSc2c(F)c(F)c(F)c(F)c2F)c(C)c1[N+](=O)[O-] | -2 | 7 | nt | 3 | 4 | nt | 3 | 0 | 0
CC1C=CCC2C(=O)N(c3ccc(OC(=O)c4cccs4)cc3)C(=O)C12 (stereo not given) | -1 | -2 | 0.7 | -1 | -3 | 0 | 0 | 3 | -3
Cc1sc2ncnc(N3CCC(C(=O)NCC(=O)Nc4ccc(F)c(F)c4)CC3)c2c1C | -4 | 6 | -1.5 | 2 | 2 | -2 | 4 | 0 | -6
CCCCn1c(N)c(N(CCC(C)C)C(=O)C2=COCCO2)c(=O)[nH]c1=O | 0 | 20 | -11 | 12 | 16 | 0 | -1 | 5 | 0
CN(CC(=O)Nc1ccc(F)cc1)C(=O)COC(=O)CN1C(=O)NC2(CCCC2)C1=O | 3 | 0 | -0.8 | -5 | -4 | 0 | -1 | -1 | -1

This is a subset; count on the stated rates, not on these rows.
